IMP-1 inh = blocks Pseudomonas aeruginosa IMP-1 metallo-beta-lactamase; purified IMP-1, nitrocefin hydrolysis, epi-absorbance fluorescence; inhibition, % at 5.6 µM; actives 0.45% (n = 290,000);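 active means inhibition above the mean plus 3 SD of all compounds in the same screening run, cut at about 4.5% in these data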;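 further: 0% = IMP-1 with DMSO and 100% = DMSO wells lacking enzyme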
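System: purified IMP-1; amount: IMP-1 0.2 nM before substrate addition; compound: single dose, 5.6 µM; times: 25 °C, 15 min preincubation, 25 min reaction; signal: Epi-absorbance via hydrolysed-nitrocefin quenching of white-plate fluorescence, 480/530 nm, EDTA stop; benchmarks: DMSO with and without IMP-1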
IDE cell inh = inhibitors of human insulin-degrading enzyme in cells | HEK cells, FAbetaB cleavage, fluorescence polarization | AID 434962 | actives 0.41% (n = 320,000) | inhibition, % at 5.59 µM;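 active means percent inhibition above the average of all tested compounds plus 3 SD, set per screening campaign, cut at about 16% in these data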;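 further: IDE supplied by intact live HEK cells; FP after avidin binding of uncleaved biotin substrate so inhibition keeps polarization high; 0% = DMSO wells and 100% = 60 µM reference IDE inhibitor Ii1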
M18AAP inhibitor = PfM18AAP enzyme inhibition | recombinant PfM18AAP, H-Glu-NHMec fluorogenic cleavage | actives 1.2% (n = 290,000) | inhibition, % at 7.35 µM;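 active means inhibition above the campaign mean inhibition over all tested compounds plus 3 SD, cut at about 28% in these data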;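 further: 0% = plate median of test compound wells and 100% = 2 mM ZnCl2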
DNA FID counter = counter-screen for HCV NS3 helicase inhibitors: DNA intercalator displacement; DNA fluorescent intercalator displacement, fluorescence; inhibition, % at 7.9 µM; actives 0.17% (n = 290,000); AID 1845; in the data active means inhibition above about 37%;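 further: 0% = vehicle and 100% = reference compound; higher means more ethidium bromide displaced from hairpin DNA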
p-CIP stab down = compounds decreasing mouse p/CIP protein stability | Q05BA5 | actives 0.01% (n = 290,000) | decrease of EGFP signal, % at 10 µM | F442A p/CIP-EGFP cells, EGFP fluorescence, 16 h;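 active means EGFP signal decrease of at least 30% at 10 µM or well 3 SD below plate mean, unless failing retest; inactive means the rest, including hits failing retest or dose response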; further: some compounds called inactive have numbers as strong as hits; many of its hits are not listed in these tables
UBC9 SUMO inh = blocks human SUMOylation mediated by UBC9 | HTRF SUMOylation assay, SAE1/SAE2 + UBC9, in vitro | actives 0.36% (n = 290,000) | AID 2006 | inhibition, % at 35 µM | P63279; in the data active means inhibition above about 50%, passing the limit was not always enough; further: strong numbers were not always called active
Target sequence (P63279 whole entry, looked up): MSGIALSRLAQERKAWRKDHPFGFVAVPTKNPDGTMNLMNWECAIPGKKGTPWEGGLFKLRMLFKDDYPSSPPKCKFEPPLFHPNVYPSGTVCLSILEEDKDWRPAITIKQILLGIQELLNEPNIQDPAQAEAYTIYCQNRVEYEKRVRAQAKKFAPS
VIM-2 inh = inhibitors of Pseudomonas aeruginosa VIM-2 metallo-beta-lactamase; actives 0.89% (n = 290,000); inhibition, % at 5.6 µM; purified VIM-2, nitrocefin hydrolysis, epi-absorbance fluorescence;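 active means inhibition above the mean of all tested compounds plus 3 SD, cutoff set per screening run, cut at about 7.5% in these data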;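 further: red hydrolysis product quenches plate fluorescence so inhibitors raise well fluorescence; 0% = enzyme with DMSO and 100% = DMSO without enzyme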
NS3 helicase inh = blocks Hepatitis C virus NS3 helicase unwinding. NS3 helicase DNA unwinding, Cy5 molecular beacon fluorescence. actives 0.56% (n = 290,000). inhibition, % at 10.9 µM. AID 1800;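 active means inhibition above the mean of all tested compounds plus 3 SD, set per campaign, cut at about 35% in these data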;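 further: 0% = DMSO wells and 100% = thioflavine S control wells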
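System: Hepatitis C virus NS3 helicase domain fragment enzyme | Reagent: Annealed dual-labelled DNA beacon duplex, ATP-started | Compound dosing: 10.9 µM single point, 0.8% DMSO | Incubation: 1 h reaction at 25 °C, ATP-initiated | Technique: Cy5 fluorescence | Evaluation: Percent inhibition from t60/t0 fluorescence ratio | Benchmarks: Low DMSO, high thioflavine S at 110 µM | Replication: Singlicate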
IDE cell activ = activators of human insulin-degrading enzyme in cells | activation, % at 5.96 µM | actives 0.073% (n = 340,000) | HEK cells, FAbeta-B cleavage, fluorescence polarization; 0% vehicle, 100% cell-free pure enzyme wells;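 active means activation above the mean of all tested compounds plus 3 SD, set per screening campaign, cut at about 17% in these data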
An asterisk follows results filed as active.

What do the screens show for `CCCOc1ccc(N)cc1N`?
IMP-1 inh: -1.2; IDE cell inh: 0; M18AAP inhibitor: 9; DNA FID counter: 9; p-CIP stab down: -2; UBC9 SUMO inh: 43; VIM-2 inh: -2.0; NS3 helicase inh: 10; IDE cell activ: 2

How did COc1ccc(CNC(=O)CN(C)Cc2ccc(SC)cc2)cc1 do in these assays?
IMP-1 inh: -2.1; IDE cell inh: -8; M18AAP inhibitor: -13; DNA FID counter: -4; p-CIP stab down: -11; UBC9 SUMO inh: -1; VIM-2 inh: 1.4; NS3 helicase inh: -17; IDE cell activ: 0

Results for O=C(N/N=C/c1oc(O)c2ccccc12)c1ccccc1O ?
IMP-1 inh: -3.6; IDE cell inh: 1; M18AAP inhibitor: 9; DNA FID counter: -1; p-CIP stab down: 2; UBC9 SUMO inh: -1; VIM-2 inh: -4.0; NS3 helicase inh: 13; IDE cell activ: 4

What do the screens show for `CCOC(=O)CNC(=O)CSc1nc(NCc2ccccc2)nc(N(C)C)n1`?
IMP-1 inh: -0.7; IDE cell inh: 7; M18AAP inhibitor: 1; DNA FID counter: -37; p-CIP stab down: -5; UBC9 SUMO inh: -3; VIM-2 inh: -2.5; NS3 helicase inh: 18; IDE cell activ: 1

What do the screens show for `Cc1ccc(N/N=C2\COC(C)(C)CC2=O)cc1`?
IMP-1 inh: 0.6; IDE cell inh: -6; M18AAP inhibitor: 5; DNA FID counter: 4; p-CIP stab down: 0; UBC9 SUMO inh: 3; VIM-2 inh: -2.6; NS3 helicase inh: 15; IDE cell activ: 0

How did Cc1nnc(NC(=O)Cc2ccc(OCc3c(C)noc3C)cc2)s1 do in these assays?
IMP-1 inh: -2.5; IDE cell inh: 2; M18AAP inhibitor: -13; DNA FID counter: -15; p-CIP stab down: -14; UBC9 SUMO inh: 22; VIM-2 inh: 0.1; NS3 helicase inh: -6; IDE cell activ: 1

How did Cc1ccccc1CNC(=O)c1ccccc1 do in these assays?
IMP-1 inh: -1.7; IDE cell inh: 3; M18AAP inhibitor: -6; DNA FID counter: -2; p-CIP stab down: 0; UBC9 SUMO inh: 21; VIM-2 inh: -3.2; NS3 helicase inh: 4; IDE cell activ: 6

What do the screens show for `CCOC(=O)C1=C(O)C(=O)N(Cc2ccccc2)C1`?
IMP-1 inh: -4.1; IDE cell inh: 3; M18AAP inhibitor: 10; DNA FID counter: -5; p-CIP stab down: -10; UBC9 SUMO inh: 12; VIM-2 inh: -2.2; NS3 helicase inh: -4; IDE cell activ: 1

What do the screens show for `NC(=O)c1ccccc1OCC(=O)Nc1ccc(Cl)c(Cl)c1`?
IMP-1 inh: -2.4; IDE cell inh: -2; M18AAP inhibitor: 0; DNA FID counter: -7; p-CIP stab down: 0; UBC9 SUMO inh: -15; VIM-2 inh: -1.0; NS3 helicase inh: 3; IDE cell activ: 3

How did CSc1ccccc1NC(=O)Nc1cccc2ccccc12 do in these assays?
IMP-1 inh: -1.7; M18AAP inhibitor: 9; DNA FID counter: -14; p-CIP stab down: -23; UBC9 SUMO inh: 10; VIM-2 inh: -1.8; NS3 helicase inh: 23; IDE cell activ: 0

What do the screens show for `C=CCNC(=O)C(=O)N/N=C/c1cccc(Br)c1`?
IMP-1 inh: -5.2; IDE cell inh: -1; M18AAP inhibitor: 0; DNA FID counter: -3; p-CIP stab down: 1; UBC9 SUMO inh: 3; VIM-2 inh: -3.9; NS3 helicase inh: -1; IDE cell activ: 1

Results for O=c1c2cnn(-c3ccc(F)cc3)c2ncn1Cc1ccccc1 ?
IMP-1 inh: 0.7; IDE cell inh: 1; M18AAP inhibitor: -3; DNA FID counter: -2; p-CIP stab down: 16; UBC9 SUMO inh: 10; VIM-2 inh: -1.0; NS3 helicase inh: 1; IDE cell activ: 7

Results for CCCNC1CCS(=O)(=O)C1 (stereo unspecified) ?
IMP-1 inh: 0.7; IDE cell inh: 4; M18AAP inhibitor: -8; DNA FID counter: 3; p-CIP stab down: -3; UBC9 SUMO inh: 16; VIM-2 inh: -2.8; NS3 helicase inh: 2; IDE cell activ: 5

Results for O=C(N/N=C/c1ccccc1)c1sccc1OCc1ccc(F)cc1 ?
IMP-1 inh: -0.3; IDE cell inh: 1; M18AAP inhibitor: -22; DNA FID counter: -6; p-CIP stab down: 1; UBC9 SUMO inh: 13; VIM-2 inh: -0.5; NS3 helicase inh: -3; IDE cell activ: 7

How did O=C(CC1COc2ccccc2O1)Nc1ccccn1 (stereo unspecified) do in these assays?
IMP-1 inh: -1.0; IDE cell inh: 6; M18AAP inhibitor: -2; DNA FID counter: 0; p-CIP stab down: -4; UBC9 SUMO inh: 6; VIM-2 inh: -1.6; NS3 helicase inh: -5; IDE cell activ: 2

Results for Nc1nc(NCCCN2CCOCC2)nc(Nc2cccc(F)c2)c1[N+](=O)[O-] ?
IMP-1 inh: -3.8; IDE cell inh: 6; M18AAP inhibitor: 3; DNA FID counter: 16; p-CIP stab down: -10; UBC9 SUMO inh: -14; VIM-2 inh: 9.7*; NS3 helicase inh: -40; IDE cell activ: 5

What do the screens show for `COc1ccc(-c2csc(COC(=O)C(C)(C)C)n2)cc1`?
IMP-1 inh: -3.3; IDE cell inh: 3; M18AAP inhibitor: 9; DNA FID counter: -18; p-CIP stab down: -1; UBC9 SUMO inh: -2; VIM-2 inh: -0.3; NS3 helicase inh: -2; IDE cell activ: 3

What do the screens show for `CCC(=O)c1cn(CC(=O)OC)c2ccccc12`?
IMP-1 inh: -1.5; IDE cell inh: 8; M18AAP inhibitor: 0; DNA FID counter: -1; p-CIP stab down: 3; UBC9 SUMO inh: 10; VIM-2 inh: -0.8; NS3 helicase inh: 0; IDE cell activ: 6

How did COC(=O)CC1COc2ccccc2N1C(=O)c1ccc(Br)cc1 (stereo unspecified) do in these assays?
IMP-1 inh: -2.5; IDE cell inh: 2; M18AAP inhibitor: -1; DNA FID counter: -16; p-CIP stab down: 0; UBC9 SUMO inh: -3; VIM-2 inh: -2.1; NS3 helicase inh: 0; IDE cell activ: 3

How did Cc1cc(C)n(-c2ccc(C(=O)Nc3ccc(S(=O)(=O)NCc4ccco4)cc3)cc2)n1 do in these assays?
IMP-1 inh: -1.8; IDE cell inh: -2; M18AAP inhibitor: -3; DNA FID counter: -21; p-CIP stab down: -7; UBC9 SUMO inh: -25; VIM-2 inh: 1.9; NS3 helicase inh: -18; IDE cell activ: -3

Results for COc1cccc(CNC(=O)[C@H](CC(C)C)NC(=O)N2CCn3c2nc2ccccc23)c1 ?
IMP-1 inh: -1.6; IDE cell inh: 4; M18AAP inhibitor: 4; DNA FID counter: -35; p-CIP stab down: 19; UBC9 SUMO inh: -6; VIM-2 inh: -4.0; NS3 helicase inh: -5; IDE cell activ: 2

Results for O=C(CN1C(=O)C2CCCN2c2ncc(Cl)cc21)NCc1ccc2c(c1)OCO2 (stereo unspecified) ?
IMP-1 inh: -4.1; M18AAP inhibitor: 8; DNA FID counter: -4; p-CIP stab down: 0; UBC9 SUMO inh: 22; VIM-2 inh: -5.0; NS3 helicase inh: 5; IDE cell activ: 2

Results for Cc1ccccc1NC(=O)CN1C(=O)CSc2ccc(S(=O)(=O)N3CCCCC3)cc21 ?
IMP-1 inh: -0.8; IDE cell inh: 2; M18AAP inhibitor: -3; DNA FID counter: -23; p-CIP stab down: -6; VIM-2 inh: -2.8; NS3 helicase inh: -6; IDE cell activ: 2

What do the screens show for `O=C(NC1=NCCS1)c1cccc2ccccc12`?
IMP-1 inh: -2.1; IDE cell inh: 0; M18AAP inhibitor: -8; DNA FID counter: -1; p-CIP stab down: 7; UBC9 SUMO inh: 1; VIM-2 inh: 0.6; NS3 helicase inh: -5; IDE cell activ: 2

Results for CC(C)NC(=S)Nc1cccc2cnccc12 ?
IMP-1 inh: -3.1; IDE cell inh: 6; M18AAP inhibitor: 5; DNA FID counter: 0; p-CIP stab down: 5; UBC9 SUMO inh: 91; VIM-2 inh: -0.7; NS3 helicase inh: -11; IDE cell activ: 4

What do the screens show for `O=C(CCN1CCOCC1)NNC(=O)Nc1cccc([N+](=O)[O-])c1`?
IMP-1 inh: -1.0; IDE cell inh: 2; M18AAP inhibitor: -1; DNA FID counter: -4; p-CIP stab down: -1; UBC9 SUMO inh: 10; VIM-2 inh: -0.3; NS3 helicase inh: -1; IDE cell activ: 11

What do the screens show for `COCCn1c(=NC(=O)CSCC(=O)N2CCOCC2)sc2ccccc21`?
IMP-1 inh: -0.2; IDE cell inh: -4; M18AAP inhibitor: -3; DNA FID counter: -20; p-CIP stab down: -16; UBC9 SUMO inh: 9; VIM-2 inh: -1.2; NS3 helicase inh: 11; IDE cell activ: 3

Results for CC1Cn2c(COc3ccccc3)nnc2S1 (stereo unspecified) ?
IMP-1 inh: -4.4; IDE cell inh: 1; M18AAP inhibitor: -8; DNA FID counter: -2; p-CIP stab down: -1; UBC9 SUMO inh: -3; VIM-2 inh: -5.8; NS3 helicase inh: 0; IDE cell activ: 5

Results for CC(=O)NC(CC(C)C)C(=O)NC(Cc1ccccc1)C(N)=O (stereo unspecified) ?
IMP-1 inh: -1.7; M18AAP inhibitor: -5; DNA FID counter: 3; p-CIP stab down: -10; UBC9 SUMO inh: 7; VIM-2 inh: -0.8; NS3 helicase inh: -2

How did CN1/C(=C\C(=O)Nc2ccc(Cl)cc2)C(C)(C)c2ccccc21 do in these assays?
IMP-1 inh: -0.8; IDE cell inh: -1; M18AAP inhibitor: 5; DNA FID counter: 9; p-CIP stab down: 0; UBC9 SUMO inh: -25; VIM-2 inh: 0.0; NS3 helicase inh: -18; IDE cell activ: 3

How did CCOc1cc(NC(=O)c2ccccc2C(=O)O)c(OCC)cc1NC(=O)c1ccccc1F do in these assays?
IMP-1 inh: -1.6; IDE cell inh: 2; M18AAP inhibitor: 15; DNA FID counter: 2; p-CIP stab down: -3; UBC9 SUMO inh: 14; VIM-2 inh: 0.9; NS3 helicase inh: -35; IDE cell activ: 6

What do the screens show for `O=C(NCc1cn2ccccc2n1)c1ccccc1`?
IMP-1 inh: -0.1; IDE cell inh: 5; M18AAP inhibitor: -53; DNA FID counter: 3; p-CIP stab down: 13; UBC9 SUMO inh: 1; VIM-2 inh: -1.1; NS3 helicase inh: -4; IDE cell activ: 5

What do the screens show for `O=C(c1ccc(S(=O)(=O)Nc2cccc(C(F)(F)F)c2)cc1)N1CCOCC1`?
IMP-1 inh: 0.8; IDE cell inh: 3; M18AAP inhibitor: -8; DNA FID counter: -22; p-CIP stab down: -4; UBC9 SUMO inh: -11; VIM-2 inh: -1.8; NS3 helicase inh: -5; IDE cell activ: 0

How did O=[N+]([O-])c1cc(C(F)(F)F)c(Cl)cc1N1CCN(CCO)CC1 do in these assays?
IMP-1 inh: -6.4; IDE cell inh: 6; M18AAP inhibitor: -8; DNA FID counter: 11; p-CIP stab down: -9; UBC9 SUMO inh: 16; VIM-2 inh: -1.6; NS3 helicase inh: -17; IDE cell activ: 6
